# Assay outcomes: PubChem BioAssay, The Scripps Research Institute Molecular Screening Center
# M5 antag: human M5 muscarinic receptor antagonists, primary screen, CHO cells, Fluo-8 calcium fluorescence; AID 624040, 2012; CHO-hM5 cells, ACh EC80; Muscarinic acetylcholine receptor M5 (Homo sapiens), P08912; inhibition, % at 3 µM; 0.59% of 360,000 active;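 active means inhibition above a per-plate cutoff, the mean of that plate's test compounds plus 3 SD, cut at about 27% in these data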;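 further: 0% = acetylcholine EC80 with DMSO and 100% = DMSO without agonist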
# Target sequence (P08912 whole entry, looked up): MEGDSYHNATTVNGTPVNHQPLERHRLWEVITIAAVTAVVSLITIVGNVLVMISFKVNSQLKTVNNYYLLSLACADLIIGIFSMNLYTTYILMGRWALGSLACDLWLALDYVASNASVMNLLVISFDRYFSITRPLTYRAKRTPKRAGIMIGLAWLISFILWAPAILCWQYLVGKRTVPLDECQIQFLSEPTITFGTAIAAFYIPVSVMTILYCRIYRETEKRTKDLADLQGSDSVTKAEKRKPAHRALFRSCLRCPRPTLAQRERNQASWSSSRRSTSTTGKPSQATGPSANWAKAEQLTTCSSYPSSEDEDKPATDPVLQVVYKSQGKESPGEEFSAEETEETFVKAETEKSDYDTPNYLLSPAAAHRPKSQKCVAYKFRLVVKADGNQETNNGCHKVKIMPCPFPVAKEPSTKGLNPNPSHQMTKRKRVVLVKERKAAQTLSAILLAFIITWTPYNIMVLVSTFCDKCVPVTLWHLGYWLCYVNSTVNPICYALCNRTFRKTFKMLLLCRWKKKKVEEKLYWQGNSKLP
# CHRM5 agonist: human M5 muscarinic receptor agonists, primary screen, CHO-K1 cells, Fluo-8 calcium fluorescence. CHO-K1 hM5 cells; 0% DMSO wells, 100% maximal acetylcholine response. activation, % at 3 µM. 0.19% of 360,000 active. AID 624037, 2012;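 active means activation above the run's mean over test compounds plus 3 SD, cut at about 23% in these data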;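 further: signal is peak over basal fluorescence ratio across the kinetic read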
# M4 antag: human M4 muscarinic receptor antagonists, primary screen, CHO cells, Fluo-8 calcium fluorescence | Muscarinic acetylcholine receptor M4 (Homo sapiens), P08173 | CHO-hM4 cells, ACh EC80 | inhibition, % at 3 µM | 0.73% of 360,000 active;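 active means inhibition above its plate's cutoff, the mean inhibition of sample wells plus 3 SD, cut at about 27% in these data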;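 further: 0% = acetylcholine EC80 with DMSO and 100% = DMSO without agonist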
# Target sequence (P08173 whole entry, looked up): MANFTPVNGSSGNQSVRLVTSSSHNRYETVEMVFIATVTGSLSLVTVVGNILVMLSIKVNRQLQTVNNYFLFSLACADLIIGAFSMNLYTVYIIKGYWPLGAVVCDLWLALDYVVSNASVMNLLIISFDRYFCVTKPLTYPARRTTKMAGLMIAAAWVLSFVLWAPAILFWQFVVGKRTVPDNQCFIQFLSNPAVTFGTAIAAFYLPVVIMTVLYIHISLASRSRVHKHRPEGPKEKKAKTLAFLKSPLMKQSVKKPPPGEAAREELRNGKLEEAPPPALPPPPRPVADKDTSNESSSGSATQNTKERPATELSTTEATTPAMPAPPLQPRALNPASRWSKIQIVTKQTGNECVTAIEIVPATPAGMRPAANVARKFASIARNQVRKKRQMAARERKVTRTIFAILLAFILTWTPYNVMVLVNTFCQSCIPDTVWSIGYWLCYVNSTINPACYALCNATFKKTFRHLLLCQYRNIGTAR
# CHO-K1 Ca antag: counter-screen for M1 antagonists: effect in parental CHO-K1 cells; inhibition, % at 3 µM; 0.6% of 360,000 active; ATP-induced calcium, Fluo-8 fluorescence;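 active means inhibition above a per-plate cutoff, the plate's mean sample inhibition plus 3 SD, cut at about 24% in these data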;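 further: 0% = DMSO plus EC80 ATP and 100% = DMSO alone without ATP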
# CHO-K1 Ca ag: counter-screen for M1 agonists: effect in parental CHO-K1 cells; Fluo-8 calcium fluorescence; scaled to maximal ATP response, vehicle zero; activation, % at 3 µM; 0.48% of 360,000 active; AID 602248, 2012; in the data active means activation above about 15%;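 further: untransfected CHO-K1 host cells lacking M1 receptor as counterscreen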
# M1 PAM parental: nonselective calcium activators in parental CHO-K1 cells, primary screen, counter-screen for M1 PAM project, cell-based, Fluo-8 calcium fluorescence, full deck, 1536-well; activation, % at 3 µM; ATP EC20; 0% at ATP EC20, 100% at ATP max; 0.02% of 360,000 active; AID 602247, 2012;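 active means activation above the run cutoff, the mean activation of all test compounds plus 3 SD, cut at about 40% in these data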;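 further: peak over basal fluorescence ratio in a 140 s read after ATP addition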
# CHRM4 agonist: human M4 muscarinic receptor agonists, primary screen, CHO-K1 cells, Fluo-8 calcium fluorescence; CHO-K1 hM4/Gqi5; vehicle 0%, full acetylcholine response 100%; 0.14% of 360,000 active; activation, % at 3 µM; AID 624127, 2012; Muscarinic acetylcholine receptor M4 (Homo sapiens), P08173;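 active means activation above the run mean over all test wells plus 3 SD, cut at about 32% in these data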;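 further: peak over basal fluorescence ratio per well then scaled between controls; 0% = DMSO wells and 100% = acetylcholine at EC100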
# CHRM5 PAM: human M5 muscarinic receptor positive allosteric modulators, primary screen, CHO-K1 cells, Fluo-8 calcium fluorescence | Muscarinic acetylcholine receptor M5 (Homo sapiens), P08912 | CHO-K1 hM5, ACh EC20 PAM; 0% = ACh EC20, 100% = ACh EC100 | activation, % at 3 µM | 0.3% of 360,000 active | AID 624038, 2012;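 active means activation above the run cutoff, the mean activation of all test compounds plus 3 SD, cut at about 18% in these data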
#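 system = human M5 receptor in CHO-K1 cells | compound = one concentration, 3 µM final (nominal) | schedule = Post-acetylcholine fluorescence recording 140 s | signal = Fluo-8 calcium dye fluorescence, kinetic read | benchmarks = low control EC20 acetylcholine (0%), high control EC100 acetylcholine (100%) | repeats = singlicate, one well per test compound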
# CHRM4 PAM: human M4 muscarinic receptor positive allosteric modulators, primary screen, CHO-K1 cells, Fluo-8 calcium fluorescence | Muscarinic acetylcholine receptor M4 (Homo sapiens), P08173 | CHO-K1 hM4/Gqi5, ACh EC20; 0% = ACh EC20, 100% = maximal ACh | activation, % at 3 µM | 0.4% of 360,000 active | AID 624126, 2012;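 active means activation above its plate's cutoff, the mean activation of sample wells plus 3 SD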; further: some results filed as inactive read as strong as hits
# An asterisk follows results filed as active; / = no result given.
SMILES,M5 antag,CHRM5 agonist,M4 antag,CHO-K1 Ca antag,CHO-K1 Ca ag,M1 PAM parental,CHRM4 agonist,CHRM5 PAM,CHRM4 PAM
CC(=O)C1(C)CCC2C3C=C(C)C4=CC(=O)CCC4(C)C3CCC21C (centres undefined),5,9,-7,6,-0.6,-20,2,-15,-4
CCn1c2ccccc2c2c3ncc4cccn4c3ccc21,8,-1,-11,-15,0.1,5,2,4,3
O=C(Nc1ccc(F)c(F)c1)c1ccccc1-c1ccccc1,4,-5,0,-10,0.4,19,-1,-8,-3
CC(=O)Oc1cccc(/C=c2\sc3nc(-c4ccco4)nn3c2=O)c1,-1,-3,-1,-10,1.5,15,1,0,9
O=C1NCCN1Cc1ccccc1,22,-2,2,-13,0.1,25,1,-8,6
CCN1CN(Cc2ccco2)CNC1=S,-1,1,9,2,0.0,13,1,2,2
Cc1ccc(/C=C2\SC(=S)N(c3cccnc3)C2=O)cc1,14,2,17,-6,0.3,11,2,-5,-7
CS/C(=C\[N+](=O)[O-])Nc1ccc(Cl)cc1,-4,-1,-14,2,0.7,0,1,-2,12
COc1ccc(C2OC(=O)c3ccccc3S2)cc1 (centres undefined),-3,-6,5,-9,0.0,15,-1,7,8
CCCCOc1ccc(NC(=O)c2cc(F)c(F)cc2Cl)cc1,-8,-5,-3,4,0.8,4,-3,-9,-17
COc1ccc(N(CC(=O)N2c3ccccc3CC2C)S(=O)(=O)c2c(C)nn(C)c2C)cc1 (centres undefined),18,3,26,18,5.6,-5,25,-14,-13
O=S(=O)(c1ccccc1)N1CCN(S(=O)(=O)c2ccccc2)C1,3,-3,2,1,0.9,-1,1,-3,-2
CCOc1cc(S(=O)(=O)NC2CCCCCC2)ccc1F,2,0,3,4,5.3,12,5,-11,-5
COc1ccc(Cl)cc1NC(=O)CN(C)CC(=O)Nc1ccc(S(N)(=O)=O)cc1,-5,-3,5,-10,0.5,13,2,6,0
O=C(CCCC(=O)NCC1CCCO1)NCC1CCCO1 (centres undefined),-1,-1,8,-2,-0.3,-6,1,-2,-4
COc1ccc(/C=N/NC(=O)CN(CCc2ccccc2)S(=O)(=O)c2ccc(NC(C)=O)cc2)cc1OC,5,-3,3,-24,1.1,15,3,-8,0
Cc1ccc(NC(=O)NC(=S)NC(=O)c2ccccc2)cc1,2,4,-12,4,3.7,10,5,-9,7
O=C(CSc1nnc(-c2cccnc2)o1)OC1CCCCC1,-5,-1,-6,1,0.8,9,1,5,1
COc1ccc(Cn2cc(CN3CC(N4CCCC4)CS3(=O)=O)nn2)cc1 (centres undefined),7,2,-3,-9,0.4,4,0,-6,7
Cc1cc(-c2nc3ncccc3o2)ccc1NC(=O)CC(C)C,-2,1,0,1,0.5,7,2,0,-2
CCOC(=O)C1=CCN(S(=O)(=O)c2ccccc2C)C1c1cccc(Cl)c1 (centres undefined),0,-6,4,/,/,/,2,-7,-4
O=C(O)c1cc2ccc3cccc4ccc(c1)c2c34,2,-1,0,-3,-0.2,-14,-1,-3,-2
Cc1ccc(-n2ccc(=O)c(C(=O)Nc3ccc(S(=O)(=O)Nc4nccs4)cc3)n2)cc1,4,-3,0,15,-0.5,-16,1,-9,-2
CCC(=O)NNc1nc2c(C)cccc2s1,5,3,-4,-3,0.4,-2,2,9,2
O=C(NCCN1CCOCC1)c1ccc(CS(=O)(=O)c2ccc(Br)cc2)o1,2,2,-9,6,0.2,-8,1,0,4
O=C(O)C#Cc1cccc2ccccc12,-7,-1,13,5,-0.1,-7,1,14,15
O=C1N=C(c2ccccc2)C(c2ccccc2)N1 (centres undefined),4,-2,6,0,0.0,0,0,-2,-4
O=S1(=O)NC(=NCc2ccco2)c2ccccc21,-3,0,3,-13,1.0,27,0,6,3
Cc1ccc(C)c(CC(=O)N2CCCCC2c2cc(C(=O)Nc3cccc(C#N)c3)no2)c1 (centres undefined),-1,9,8,-7,7.3,15,19,-9,-8
O=C(Nc1cccc(C(F)(F)F)c1)OCc1ccncc1,4,-5,0,-5,5.6,21,2,5,-1
O=C(c1cc(-c2ccncc2)nc2ccccc12)N1CCN(S(=O)(=O)/C=C/c2ccccc2)CC1,19,0,20,13,3.8,-2,13,-18,-20
O=C(Nc1cccc(Cl)c1)c1csc(-c2ccccc2)n1,-10,-2,1,-11,0.3,16,-2,4,3
Cc1ccc(S(=O)(=O)N(C)Cc2nc(-c3ccccn3)no2)cc1,-3,-4,-3,-1,0.3,1,1,0,-4
CC1CCCCN1CCCNC(=O)CCCN1C(=O)c2cccnc2Sc2ccccc21 (centres undefined),9,-7,-3,-8,0.2,0,0,-4,4
NC(=O)c1c(NC(=O)c2c(F)cccc2F)sc2c1CCN(Cc1ccccc1)C2,-1,3,-12,-1,3.1,10,9,-2,-3
COc1cc(NC(=O)c2ccc(S(=O)(=O)N(C)C)cc2)cc(OC)c1OC,1,3,-4,-3,7.7,8,4,-5,3
CCC(=O)N(C)CCc1cc2c(c(OC)c1/C=N/NC(=O)[C@H]1C[C@@H]1c1ccccc1)OCO2,15,-1,-10,-8,2.8,15,5,-13,-3
COCCN(CC1CCCN(C2Cc3ccccc3C2)C1)C(=O)c1cccc(C)c1 (centres undefined),12,-9,-4,-12,3.5,14,1,-2,0
CNC(=S)NCCc1ccc(OC)c(OC)c1,4,1,0,6,0.6,-6,1,-6,-2
C/C=C(\C)c1nnc(NC(=O)c2ccco2)s1,-2,0,2,0,1.3,14,0,0,-8
CC(C)COC(=O)N(C)C[C@H]1OCc2cnnn2CCCC(=O)N([C@H](C)CO)C[C@@H]1C,3,-1,-1,-2,1.3,12,1,2,0
CCOC(=O)N1CCN(C(=O)c2cccc(N3C(=O)NC4CC3(C)Oc3ccc(Cl)cc34)c2)CC1 (centres undefined),-1,-3,9,-14,1.2,5,1,0,-6
O=C(c1ccc(COc2ccccc2Cl)o1)N1CCOCC1,-5,0,1,-13,1.2,7,0,1,0
CC(C)NC(=O)c1cc2c(=O)n3ccccc3nc2s1,13,1,9,-4,0.1,4,0,0,-3
O=C(COc1ncnc2ccccc12)NCc1ccc2c(c1)OCO2,-5,-1,-3,0,-0.2,13,1,0,3
CCCn1c(=N)n(CC(=O)c2ccc([N+](=O)[O-])cc2)c2ccccc21,0,-5,-9,-15,-0.5,1,0,6,5
Cc1ccc(/C=N/NC(=O)c2ccc(Cn3cc([N+](=O)[O-])cn3)o2)cc1,6,0,2,-9,0.6,18,0,-4,-3
CCOC(=O)C(=NCCCN1CCOCC1)NNc1cccc(C(F)(F)F)c1,14,1,4,12,-0.3,-22,1,-4,7
O=[N+]([O-])c1ccccc1N/N=C/c1c[nH]c2ccccc12,-1,-4,1,1,0.4,19,1,-1,5
O=C(NCc1ccccc1)[C@]1(C(F)(F)F)C[C@H](CCc2ccccc2)CCCO1,4,-1,-9,-19,0.5,23,0,-2,4

# Next structures follow:
SMILES,M5 antag,CHRM5 agonist,M4 antag,CHO-K1 Ca antag,CHO-K1 Ca ag,M1 PAM parental,CHRM4 agonist,CHRM5 PAM,CHRM4 PAM
O=C(Nc1ccc(C(=O)N2CCCC2)cc1)c1cccc(C(F)(F)F)c1,-3,1,0,-9,0.1,-1,0,-4,1
CSc1nc2sc3c(c2c(=S)[nH]1)CC(C)(C)OC3,0,-1,-8,-4,0.9,-2,0,4,4
C[C@H](NS(=O)(=O)c1ccc2c(c1)OCCCO2)C(=O)N1CCN(Cc2ccccc2)CC1,2,0,2,-2,0.5,-17,1,2,5
O=C(O)CCC(=O)NNC(=O)CCC(=O)Nc1ccccc1,4,0,0,-11,1.3,9,1,-1,-3
CCOC(=O)N/N=C\C=C\c1ccc2c(c1)OCO2,-5,2,-4,-14,0.0,16,-1,0,2
Cc1ccccc1OCC(=O)Nc1ccccc1N1CCC(C)CC1,-20,2,-6,-12,-0.9,10,-1,4,-1
COC(=O)c1ccccc1NC(=O)NCc1ccccc1,8,-5,3,1,0.6,-9,1,-8,-6
CN(C)S(=O)(=O)N1CCc2ccccc21,7,-3,8,4,-0.1,-4,1,5,4
CCCOc1cccc(NC(=O)OC2CCN(C)CC2)c1,5,-6,7,-6,0.7,20,1,-4,6
CCOCCCNC(=S)Nc1ccc(Br)cc1Cl,2,-6,-9,-11,2.6,18,0,4,1
FC(F)(F)COc1ccc(-c2nnc(SCc3ccccc3)o2)cn1,-2,2,-5,-7,0.5,17,1,7,12
CC(=O)N1N=C(c2ccc(C)cc2)OC1c1ccc(C(C)C)cc1 (centres undefined),2,-3,-9,-13,0.4,19,1,-4,19
COc1cc(/C=N/Nc2nn3cnnc3c3ccccc23)cc(OC)c1OC,2,4,-3,14,0.7,3,2,0,1
CCO[C@@H]1OC(C(=O)NCc2ccccc2)=C[C@H](c2ccc3c(c2)OCO3)[C@H]1CCCO,17,-9,5,6,0.0,-9,2,-10,-1
O=C(C1CCN(S(=O)(=O)N2CCC3(CC2)OCCO3)CC1)N1CCCCC1,-8,-2,-13,-5,0.1,11,1,-1,11
C=CCSc1nc(N)c2c3c(sc2n1)CN(C)CC3,14,-4,10,-6,0.8,0,0,-4,-11
CC(Nc1ccc(Br)cn1)c1cc(Cl)ccc1O (centres undefined),16,-10,4,-2,0.1,3,-2,-14,-17
O=C(c1ccco1)N1CCN(C(=O)c2cc(-c3ccccn3)nc3ccccc23)CC1,0,1,0,-1,2.0,9,6,1,-3
COc1ccc(N(CC(=O)Nc2ccc(C)cn2)S(=O)(=O)c2c(C)nn(C)c2C)cc1,1,-3,-3,-12,0.9,25,2,0,0
Cc1ccccc1S(=O)(=O)Cc1ccc(C(=O)N2CCN(C3CCCCC3)CC2)o1,6,0,4,9,0.1,3,2,-7,-1

# Entries of single compounds from above. Order of values: M5 antag | CHRM5 agonist | M4 antag | CHO-K1 Ca antag | CHO-K1 Ca ag | M1 PAM parental | CHRM4 agonist | CHRM5 PAM | CHRM4 PAM
# Cc1ccccc1S(=O)(=O)Cc1ccc(C(=O)N2CCN(C3CCCCC3)CC2)o1 across the screens: 6 | 0 | 4 | 9 | 0.1 | 3 | 2 | -7 | -1
# C=CCSc1nc(N)c2c3c(sc2n1)CN(C)CC3 across the screens: 14 | -4 | 10 | -6 | 0.8 | 0 | 0 | -4 | -11

# More compounds:
SMILES,M5 antag,CHRM5 agonist,M4 antag,CHO-K1 Ca antag,CHO-K1 Ca ag,M1 PAM parental,CHRM4 agonist,CHRM5 PAM,CHRM4 PAM
Cn1c(=O)cc(OCCCC(=O)NCCN2CCN(c3ccccc3F)CC2)c2ccccc21,0,-4,-6,10,3.5,13,2,-5,-4
COc1cc(C(=O)Oc2cccc(C)c2)cc(OC)c1OC,-9,-5,-6,-14,1.7,24,1,-1,4
CC(=O)Nc1ccc2c(c1)c1ccccc1n2C(C)=O,3,-2,5,0,0.6,10,1,-1,-1
O=c1[nH]c(-c2ccccc2)cnc1-c1ccccc1,5,-2,12,10,6.4,-12,0,-7,-7
O=C(NC(=O)c1cc(OCC(F)(F)F)ccc1OCC(F)(F)F)Nc1ccccc1,9,-1,-9,-7,0.2,-5,1,-4,-17
